Screens: PubChem, National Center for Advancing Translational Sciences (NCATS)
USP2a inhib – inhibitors of human ubiquitin-specific protease USP2a; USP2a enzymatic assay, qHTS inhibition; O75604; 60,000 tested, 0.1% active; Potency, µM (titrated, usually from 38.3 µM), for inactives: at the top dose activity change, negative = inhibition, hits mostly inhibitors;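 also: potency is read from the fitted curve at half-maximal effect; nearly all actives have a fitted effect of over 60% in size; plate controls were DMSO for no effect and NEM full inhibition control for full effect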
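20 nM USP2 core + cpd, 30 min RT; add 20 nM Ub-PLA2/20 uM NBD C6-HPC; read Ex460/Em535 at 0 h and 2.5 h. Normalized to NEM; qHTS curve fit/classification.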
HEK293 cAMP ctrl – parental HEK293 cAMP activation (counter-screen); Potency, µM (top dose mostly 57.1 µM), for the others: top-dose activation, usual class: activators; 73,000 tested, 2.5% active; AID 938; parental HEK293 CNG cAMP sensor, membrane potential fluorescence; also: potency is read from the fitted curve at half-maximal effect; % of control where 0% means no effect; nearly all actives have a fitted effect of over 55% in size
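Counterscreen for endogenous-receptor signalling: CNG-channel HEK 293 cells report cAMP rise by membrane depolarization. After 60 min dye equilibration with 100 uM RO 20-1724, compounds incubated 30 min before bottom-read fluorescence at 590 nm.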
Rhodamine autofl – compound autofluorescence in rhodamine spectral region; 59,000 tested, 0.05% active; AID 594; max dye-equivalent concentration, M; Rhodamine-region fluorescence, 547/598 nm, Tris buffer; active compounds read high; in the data active = max dye-equivalent concentration above about 11 nM; inconclusive = between about 1.1 nM and that limit
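qHTS spectral profiling of compounds without any target or enzyme present, in pH 8.0 Tris buffer; plates were read after a 15-minute room-temperature incubation using the rhodamine-region filter set.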
Caspase-1 inhib – allosteric or competitive inhibitors of human caspase-1 | 75,000 tested, 0.03% active | Caspase-1 enzyme, Ac-WEHD-AFC fluorogenic rate | Potency, µM (titrated, usually from 57.5 µM), inactives show at the top dose activity change, negative = inhibition, hits mostly inhibitors | P29466;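 also: potency is read from the fitted curve at half-maximal effect; plate controls were vehicle for no effect and no substrate for full effect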
HADH2 inhib – blocks human hydroxyacyl-CoA dehydrogenase type II; recombinant HADH2, NADH fluorescence, beta-hydroxybutyryl-CoA; Q99714; Potency, µM (doses to about 57.1 µM), for the others: at the highest dose activity change, negative = inhibition, actives largely listed as inhibitors; 73,000 tested, 3.4% active; also: potency is read from the fitted curve at half-maximal effect; % is scaled to controls: 0 for no effect and ±100 for the full control effect; nearly all actives have a fitted effect of over 60% in size; many of its hits are not listed in these tables
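Buffer 100 mM Tris-HCl pH 9.0/0.01% Tween-20; HADH2 20 nM; NAD+ 1 mM; beta-hydroxybutyryl-CoA 90 uM (all final). 15 min cpd preincubation, RT.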
Tau filament bind – tau filament binding. P10636. recombinant tau filaments, thioflavin S fluorescence, 15 h; filaments grown with octadecylsulfate alongside compound. Potency, µM (series often up to 57.1 µM), for the others: at the highest dose activity change, negative = inhibition. 71,000 tested, 2% active. AID 596;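 also: potency is read from the fitted curve at half-maximal effect; % is scaled to controls: 0 for no effect and ±100 for the full control effect; actives lower thioflavin S fluorescence by blocking filaments or displacing dye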
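His-tagged recombinant human tau (exons 2, 3 and 10 included), 1 uM, was induced to fibrillize by 30 uM sodium octadecylsulfate with compound present. After 15 h at 37 C, thioflavine S fluorescence (ex 450, em 510 nm) was read.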
Luciferase inh – firefly luciferase inhibition; P08659; purified firefly luciferase, luminescence, 8 min; Potency, µM (series often up to 57.1 µM), for inactives: at the highest dose activity change, negative = inhibition, hits mostly inhibitors; 72,000 tested, 2.2% active; AID 411; also: potency is read from the fitted curve at half-maximal effect; % is scaled to controls: 0 for no effect and ±100 for the full control effect; nearly all actives have a fitted effect of over 40% in size
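Titration-based qHTS; buffer 50 mM imidazole pH 7.2, 50 mM KCl, 7 mM MgCl2, 10 uM ATP, 0.01% Tween 20, 0.05% BSA; luciferase/luciferin detector mix added after compound; 8 min, ambient; luminescence.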
Caspase-7 inhib – allosteric or competitive inhibitors of human caspase-7; Potency, µM (series often up to 57.5 µM), without a hit: at the highest dose activity change, negative = inhibition, usual class: inhibitors; 75,000 tested, 0.02% active; recombinant caspase-7, Ac-DEVD-AFC fluorescence rate; AID 889; active = well fitted inhibition curve with a large enough effect in the main read-out, with a control signal flat, not every such curve was filed as active; inconclusive = small, poorly fitted or top-dose-only effect, or a change in a side signal; also: potency is read from the fitted curve at half-maximal effect; % of control where 0% means no effect
Fluorescein autfl – fluorescein region autofluorescence | 59,000 tested, 0.91% active | max fluorescein-equivalent concentration, M | Compound autofluorescence, 480/540 nm, fluorescein-equivalent; active compounds read high; in the data active = max fluorescein-equivalent concentration above about 10 nM; inconclusive = between about 1.1 nM and that limit
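Read-out is intrinsic compound fluorescence at 480/540 nm (excitation/emission), expressed as dye-equivalent concentration using a fluorescein standard series run on every plate. Compounds sat 15 min at room temperature in 100 mM Tris, pH 8.0.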
ERK AVP inh – inhibitors of vasopressin-stimulated ERK signaling pathway. HEK293-V1b, vasopressin-stimulated pERK AlphaScreen. AID 995. 72,000 tested, 0.99% active. Potency, µM (top dose mostly 57.5 µM), without a hit: at the highest dose activity, negative = inhibition, most hits filed as inhibitors; also: potency is read from the fitted curve at half-maximal effect; % is scaled to controls: 0 for no effect and ±100 for the full control effect; nearly all actives have a fitted effect of over 55% in size
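V1b-HEK293 cells; cpd 30 min 37C; 25 nM vasopressin 5 min; lyse 10 min; AlphaScreen beads 5 hr RT. Normalized to DMSO basal and 25 nM vasopressin; AC50 by Hill fit.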
TexasRed autofl – compounds fluorescent in Texas Red spectral region | Compound fluorescence, Texas Red channel, 547/618 nm; active compounds read high | 59,000 tested, 0.06% active | max dye-equivalent concentration, M | AID 587; in the data active = max dye-equivalent concentration above about 10 nM; inconclusive = between about 1.1 nM and that limit
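Spectral interference profiling: each compound concentration's relative fluorescence, read with a 547 nm excitation and 618 nm emission filter pair, was normalized to a per-plate Texas Red standard curve.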
* marks the source's active call; other numbers are inactive results; i = inactive; ? = inconclusive; nt = no result given; & = joins results of further samples; [ ] = another dose, or the depositor's remark. Unless noted, calls follow the shape of the dose curve; as a rule, active = well fitted curve in the direction sought with a large enough effect; inconclusive = small, poorly fitted or top-dose-only effect, or another doubt; inactive = no such curve, though single readings can be large; an effect the other way counts as inactive or inconclusive. A portion of the library (hit frequency here may not be typical).

nr	SMILES	USP2a inhib	HEK293 cAMP ctrl	Rhodamine autofl	Caspase-1 inhib	HADH2 inhib	Tau filament bind	Luciferase inh	Caspase-7 inhib	Fluorescein autfl	ERK AVP inh	TexasRed autofl
1	Cc1ccc(-c2noc(CCC(=O)NCc3ccc4c(c3)OCO4)n2)cc1	5%	24%	i	1%	-2%	18%	2%	1%	i	17%	i
2	CCn1cc(C(=O)Nc2cc3c(cc2NC(C)=O)OCCO3)c(=O)c2ccc(C)nc21	nt	4%	i	-2%	1%	0%	-1%	1%	i	-17%	i
3	COc1c2c(nc3occc13)C(CCC(C)(C)O)(OC)C(O)CC2 (configuration not stated)	16%	4%	i	0%	12%	-12%	1%	2%	i	17%	i
4	O=C(Nc1ccc2oc(-c3ccccc3F)nc2c1)c1cncc(Br)c1	3%	-4%	i	1%	12%	210%	-1%	-1%	i	-6%	i
5	Cc1cc(C)n(-c2nc3ccccc3nc2N2CCCCCC2)n1	0%	20µM*	i	?	-11%	?	2%	-25%	i	145%[activator]	i
6	Cc1nn2c3cc(N4CCOCC4)ccc3nc2c2ccccc12	8%	8%	i	-2%	-28%	13µM*	2µM*	1%	i	?	i
7	c1nnc2c3c4c(sc3ncn12)CCCC4	-9%	7%	i	-1%	0%	-10%	-1%	0%	?	-12%	?
8	CC1CCCN(CC(=O)Nc2ccc(S(=O)(=O)N3CCCCCC3)cc2)C1 (configuration not stated)	1%	23%	i	1%	14%	-9%	-3%	1%	i	3%	i
9	COc1ccc(N2CCN(C(=O)CSc3nnc4nc(C)cc(C)n34)CC2)cc1	-6%	1%	i	0%	-1%	-5%	4%	6%	?	2%	i
10	O=[N+]([O-])c1ccc(NN=C2c3ccccc3Cc3ccccc32)c([N+](=O)[O-])c1	nt	-3%[11.4 µM]	i	-2%[11.5 µM]	12%[11.4 µM]	?	1%[11.4 µM]	-1%[11.5 µM]	i	-15%[11.5 µM]	i
11	CCCn1nnc2sc3c(c2c1=O)CCC(C)C3 (configuration not stated)	0%	22%	i	-3%	-7%	2%	-10%	-2%	i	20%	i
12	CCOC(=O)C1CCCN(C(=O)C2CCN(S(=O)(=O)N3CCC4(CC3)OCCO4)CC2)C1 (configuration not stated)	7%	-2%	i	2%	-3%	1%	-1%	3%	i	26%	?
13	O=C(CNCc1ccco1)Nc1ccccc1-n1cccc1	6%	12%	i	4%	-6%	1%	1%	1%	?	20%	i
14	Cc1cc(C)n(-c2nc3ccccc3c3nc(C)nn23)n1	nt	10%	nt	-1%	5%	6%	1%	3%	nt	nt	nt
15	CN(C)c1ccc2c(c1)OC(N)=C(C#N)C2c1cccc(F)c1 (configuration not stated)	14%	32µM*	nt	?	-3%	176%	-7%	?	nt	?	nt
16	CN1CCc2nc(SCC(=O)Nc3ccc(F)cc3)c(C#N)cc2C1	138%[activator]	12%	i	?	16%	-6%	3%	-20%	i	-2%	i
17	COc1ccc(S(=O)(=O)N2CCN(C)CC2)c2ccccc12	nt	9%	nt	-2%	2%	-15%	0%	-1%	nt	-26%	nt
18	COc1ccc(N2CCN(Cc3nc(N)nc(Nc4ccc(C)c(Cl)c4)n3)CC2)cc1	47%[activator]	-17%	i	-2%	4%	8%	1%	-4%	i	?	i
19	Cc1cc(C2N=C(N)Nc3nc4ccccc4n32)c(C)n1-c1ccccc1Cl (configuration not stated)	28%	2%	i	1%	-16%	122%	2%	0%	i	3%	i
20	Fc1ccc(-c2noc(C3CCN(Cc4cccnc4)CC3)n2)cc1	1%	?	i	1%	0%	-16%	3%	5%	?	-12%	?
21	CCOC(=O)c1cc2c(=O)n3cccc(C)c3nc2n(CCc2ccc(OC)c(OC)c2)c1=N	4%	?	i	-6%	6%	?	1%	-3%	i	6%	i
22	CCN1CCN(CCCNC(=O)C2CCCN(c3nnc(-n4cccc4)s3)C2)CC1 (configuration not stated)	-4%	5%	i	0%	7%	5%	-1%	-1%	i	2%	i
23	CN(CCNC(=O)Cn1c(=O)sc2ccccc21)Cc1ccccc1	nt	6%	nt	-2%	4%	-9%	1%	2%	nt	nt	nt
24	Cc1cc(NC(=O)CSc2nc(-c3ccco3)cc(C(F)(F)F)n2)n(-c2ccccc2)n1	20%	?	i	1%	18%	-3%	0%	-2%	?	?	i
25	CCOc1cc(C2NC(=O)NC(C)=C2C(=O)OC(C)CC)cc(Br)c1O (configuration not stated)	-4%	-2%	nt	-2%	?	-6%	3%	-2%	nt	-18%	nt
26	CC(=O)N1CCc2cc(C(=O)CN3CCN(c4ccccc4F)CC3)ccc21	nt	-2%	nt	-11%	5%	0%	0%	-13%	nt	nt	nt
27	CC1(C)OC(=O)C(=CNc2ncccn2)C(=O)O1	-2%	0%	i	2%	-5%	29%	-2%	-2%	i	-5%	i
28	O=C1CN2C(=N1)N(Cc1ccccc1)c1ccccc12	-1%	-1%	i	-1%	-3%	0%	0%	0%	i	-7%	i
29	O=C(CCn1c(=S)[nH]c2ccccc2c1=O)N1CCOCC1	nt	4%	nt	-1%	-16%	-2%	-1%	-2%	nt	nt	nt
30	Cc1ccc2[nH]c3c(NCCCN4CCCC4=O)ncnc3c2c1	22%	10%	i	0%	26%	14%	-8%	-2%	i	19%	i
31	C=CCN1CCN(C(c2cc(OC)ccc2OC)c2nnnn2CC2CCCO2)CC1 (configuration not stated)	nt	?	i	-1%	-2%	-4%	-2%	0%	i	1%	i
32	CC(O)CO (configuration not stated)	nt	33%	nt	-2%&-2%	-3%&-2%	-1%&-5%	nt	0%&-1%	nt	12%&6%	nt
33	CCCCNC(=O)Cn1cnc2c(cnn2-c2ccc(C)c(C)c2)c1=O	6%	-3%	i	0%	-6%	11%	1%	1%	?	-16%	i
34	O=C(O)CCNc1cc2ccccc2cc1C(=O)O	nt	11%	nt	-8%	-10%	25%	1%	-15%	nt	-4%	nt
35	CN(C)Cc1cc(C(C)(C)C)ccc1-c1ccc(C(C)(C)C)cc1CN(C)C	nt	-7%[11.4 µM]	i	0%[11.5 µM]	12%[11.4 µM]	8%[11.4 µM]	0%[11.4 µM]	-3%[11.5 µM]	i	12%[11.5 µM]	i
36	Cc1c(/C(O)=C2/C(=O)C(=O)N(Cc3cccnc3)C2c2cccs2)cnn1-c1ccccc1 (configuration not stated)	25%	-12%	i	1%	-3%	14%	-13%	0%	?	-8%	i
37	Cc1ccc(S(=O)(=O)CCC(=O)Nc2ccc3c(c2)OCO3)cc1	8%	4%	i	0%	-1%	-4%	3%	0%	i	-12%	i
38	COC(=O)c1ccccc1NC(=O)CSc1nnc(COc2cccc(OC)c2)n1C	5%	13µM*	i	-2%	17%	9%	-1%	2%	i	7%	?
39	O=C(Nc1cc(C(F)(F)F)ccc1N1CCOCC1)c1cncc(Br)c1	10%	16%	i	-2%	11%	3%	-1%	-2%	i	-15%	i
40	CCc1cc2c(nc1CC)CCN(CC/C(C)=N/O[C@@H](C)c1cn([C@@H]3COC[C@@H]3O)nn1)C2	nt	0%[11.4 µM]	nt	-1%[11.5 µM]	-2%[11.4 µM]	nt	0%[11.4 µM]	0%[11.5 µM]	nt	10%[11.5 µM]	nt
41	CCOC(=O)Cn1c2ccccc2c2nc3ccccc3nc21	-5%	?	i	-3%	38%[activator]	-14%	-5%	-2%	i	0%	i
42	CC(C)C(C(=O)Nc1ccc2c(c1)OCCO2)N1C(=O)c2ccccc2C1=O (configuration not stated)	12%	30%	nt	2%	-3%	-1%	-10%	1%	nt	-2%	nt
43	O=C(Cn1ncc2c(=O)oc3ccccc3c21)N1CCCc2ccccc21	20%	12%	i	7%	3%	-1%	-6%	2%	i	15%	?
44	CCOc1cc2[nH]c(=O)n(CCCN3CCCC3=O)c(=O)c2cc1OCC	4%	-1%	i	0%	-14%	-39%	0%	0%	i	1%	i
45	CCCCCOc1ccc(C2C(C(C)=O)=C(C)Nc3ncnn32)cc1OC (configuration not stated)	10%	0%	i	-3%	3%	3%	1%	0%	i	-1%	i
46	CN(C)C(=O)Nc1cnc2ccccc2c1	-2%	9%	nt	-11%	2%	4%	-4%	1%	nt	8%	nt
47	CCc1cc2c(nc1CC)CCN(CC/C(C)=N/OC[C@@H](O)COCc1ccco1)C2	nt	12%[11.4 µM]	nt	2%[11.5 µM]	5%[11.4 µM]	nt	2%[11.4 µM]	3%[11.5 µM]	nt	-16%[11.5 µM]	nt
48	Cn1c(=O)n(C)c2cc(S(=O)(=O)NCc3ccco3)ccc21	1%	?	i	1%	6%	-8%	4%	2%	?	-26%	i
